Source: PubChem BioAssay (National Center for Advancing Translational Sciences (NCATS))
TRHR enhancer: allosteric enhancers of human TRH receptor; P34981; TRHR cells, fluo-8 calcium fluorescence, EC20 TRH enhancement; enhancement, % at 2 µM; 0.66% of 360,000 active; AID 493056; in the data active means enhancement above about 30%; further: 0% is about no effect
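TRHR-expressing cells loaded with fluo-8 calcium dye were read kinetically (ex 480/em 530) during compound addition, then stimulated with an EC20 of TRH (10 nM final). Enhancement of the Gq-mediated intracellular calcium response was scored.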
D2 agonist: activates the human D2 dopamine receptor | P14416 | HEK293 T-REx D2 cells, calcium flux agonist mode | activation, % at 2 µM | 0.53% of 340,000 active;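 active means activation over 3 SD above normal in the single-dose calcium agonist read, cut at about 30% in these data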; further: 0% is about no effect
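Agonism is scored from calcium flux in a force-coupled, inducible HEK293 cell line expressing D2, read kinetically for 180 s after compound addition against dopamine controls.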
USP1-UAF1 inh: inhibitors of human USP1/UAF1 deubiquitinase; O94782; recombinant USP1/UAF1, Ub-Rhodamine cleavage fluorescence; Potency, µM (doses to about 57.1 µM), for the others: top-dose activity change, negative = inhibition, most hits filed as inhibitors; 0.23% of 390,000 active; AID 743255; further: potency means the concentration at half of the fitted maximal effect; on the % scale 0 is the no-effect control and ±100 the full control effect; nearly all actives have a fitted effect of over 60% in size; inactives centre near -12
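In this screen, compounds sit with the deubiquitinase complex (1nM) for 15 min at room temperature before Ub-Rho is added at 150nM final. Fluorescence rise is then followed for 6 reads every 60 seconds.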
mIDH1 inhibitor: blocks human mutant IDH1 R132H enzyme | O75874 | IDH1-R132H enzyme, NADPH consumption, diaphorase/resazurin fluorescence | 0.093% of 390,000 active | Potency, µM (doses to about 76.6 µM), for the others: at the top dose activity change, negative = inhibition, usual class: inhibitors | AID 602179; further: potency means the concentration at half of the fitted maximal effect; on the % scale 0 is the no-effect control and ±100 the full control effect; nearly all actives have a fitted effect of over 65% in size
Target sequence (O75874 whole entry R132H, stated change not applied): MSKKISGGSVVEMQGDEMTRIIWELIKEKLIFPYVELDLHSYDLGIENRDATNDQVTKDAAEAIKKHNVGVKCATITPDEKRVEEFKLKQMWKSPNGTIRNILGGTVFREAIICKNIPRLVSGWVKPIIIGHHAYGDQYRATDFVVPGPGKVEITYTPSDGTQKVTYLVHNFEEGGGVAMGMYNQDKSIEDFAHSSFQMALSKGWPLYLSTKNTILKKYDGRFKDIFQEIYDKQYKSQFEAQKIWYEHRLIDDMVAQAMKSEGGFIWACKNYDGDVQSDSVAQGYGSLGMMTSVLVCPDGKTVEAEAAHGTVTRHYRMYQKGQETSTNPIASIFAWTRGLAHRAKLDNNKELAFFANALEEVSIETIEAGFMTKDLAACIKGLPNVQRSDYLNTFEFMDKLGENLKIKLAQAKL
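IDH1-R132H (0.5 ug/mL) preincubated 30 min with compound, then NADPH (0.016 mM) and alpha-KG (2 mM) added; 80 min at RT, pH 7.5. Remaining NADPH coupled via diaphorase/resazurin to fluorescence (540/590 nm); concentration-response curves normalized to no-enzyme control.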
TrxR1 inh: inhibitors of rat thioredoxin reductase 1. 1% of 390,000 active. Potency, µM (highest dose often 114 µM), inactives show at the top dose activity change, negative = inhibition, actives largely listed as inhibitors. recombinant rTrxR1, NADPH fluorescence consumption, selenite substrate; further: potency means the concentration at half of the fitted maximal effect; on the % scale 0 is the no-effect control and ±100 the full control effect; nearly all actives have a fitted effect of over 65% in size
Target sequence (O89049 whole entry, looked up): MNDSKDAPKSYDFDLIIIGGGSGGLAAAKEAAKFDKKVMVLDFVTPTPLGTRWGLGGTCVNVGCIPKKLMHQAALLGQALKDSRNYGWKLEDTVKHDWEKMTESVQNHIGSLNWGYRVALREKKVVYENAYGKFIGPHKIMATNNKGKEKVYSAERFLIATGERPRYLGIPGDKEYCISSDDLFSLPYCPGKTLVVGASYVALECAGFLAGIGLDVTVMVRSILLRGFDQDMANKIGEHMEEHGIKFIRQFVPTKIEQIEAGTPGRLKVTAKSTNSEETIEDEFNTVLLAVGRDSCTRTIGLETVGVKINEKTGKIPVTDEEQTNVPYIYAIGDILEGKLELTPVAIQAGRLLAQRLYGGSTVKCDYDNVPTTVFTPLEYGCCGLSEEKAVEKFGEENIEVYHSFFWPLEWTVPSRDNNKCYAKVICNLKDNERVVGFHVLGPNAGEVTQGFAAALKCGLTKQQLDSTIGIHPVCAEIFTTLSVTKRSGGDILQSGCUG
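Rat TrxR1 (90 nM in the dispensed reagent) was pre-reduced with 400 uM NADPH for 5 min at room temperature, then incubated with compound for 15 min. After 400 uM selenite was added, NADPH fluorescence (Ex 340/Em 450 nm) was followed for 8 min.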
Pin1 inh: human Pin1 inhibition; Q13526; 0.009% of 390,000 active; Potency, µM (titrated, usually from 115 µM), without a hit: top-dose activity, negative = inhibition, most hits filed as inhibitors; Pin1 FP peptide displacement, HiFluor488, 10 min; active means well fitted inhibition curve with a large enough effect in the polarisation, with a control signal flat, not every such curve was filed as active; inconclusive means small, poorly fitted or top-dose-only effect, or effect the other way, or a change in a side signal; inactive means no such curve, though single readings can be large or run the other way; the % refers to the polarisation; further: potency means the concentration at half of the fitted maximal effect; on the % scale 0 is the no-effect control and ±100 the full control effect
Target sequence (Q13526 whole entry, looked up): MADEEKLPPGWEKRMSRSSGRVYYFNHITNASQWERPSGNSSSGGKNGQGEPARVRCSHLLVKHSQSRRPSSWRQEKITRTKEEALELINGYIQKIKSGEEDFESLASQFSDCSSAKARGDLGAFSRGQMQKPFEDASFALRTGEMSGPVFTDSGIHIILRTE
D2 antag: antagonists of human D2 dopamine receptor. P14416. HEK293 TREx D2 cells, calcium flux, dopamine EC80. inhibition, % at 10 µM. 2% of 340,000 active. AID 485344; in the data active means inhibition above about 30%; further: 0% is about no effect
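Measurement of antagonist activity uses fluorescent calcium dye in inducible HEK293 T-REx D2 cells: 10 s baseline, compound addition with 180 s read, EC80 dopamine addition with a further 180 s read.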
TrxR1 substrate: substrates of rat thioredoxin reductase 1; O89049; purified TrxR1 substrate turnover, NADPH consumption readout; Potency, µM (top dose mostly 114 µM), inactives show top-dose activity change, negative = substrate turnover; 0.01% of 390,000 active; AID 588456; further: potency means the concentration at half of the fitted maximal effect; on the % scale 0 is the no-effect control and ±100 the full control effect; nearly all actives have a fitted effect of over 50% in size
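Rat TrxR1, dispensed at 90 nM, was prereduced with 400 uM NADPH (final) for 5 min at ~22 deg C, then incubated with compound 15 min before 400 uM selenite. A first-read NADPH fluorescence drop versus no-compound background flagged substrates.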
TRHR agonist: agonists of human TRH receptor; P34981; TRHR cells, calcium flux fluo-8, FDSS agonist mode; activation, % at 2 µM; 0.18% of 360,000 active; AID 493084; in the data active means activation above about 30%; further: 0% is about no effect
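TRHR-expressing cells, plated overnight in medium with 10% serum, were loaded with fluo-8 calcium dye at room temperature. After a 10 s baseline, library compound was pin-added and calcium release was recorded kinetically (ex 480/em 530) as agonist response.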
Starred values were filed as active, the others as inactive; & = joins results of further samples; [ ] = another dose, or the depositor's remark. Unless noted, the call rests on the fitted dose curve; in most records, active means well fitted inhibition curve with a large enough effect; inconclusive means small, poorly fitted or top-dose-only effect; inactive means no such curve, though single readings can be large or run the other way. Some of the compounds tested; count on the stated rates, not on these rows.

Results for CN(C(=O)c1ccc(NC(=O)Cc2ccc(NC(=O)C3CCN(C(=O)c4ccccc4)CC3)cc2)cc1)C1CCCC1 ?
USP1-UAF1 inh: -26%; mIDH1 inhibitor: 1%[38.3 µM]; TrxR1 inh: 13%; Pin1 inh: -1%; TrxR1 substrate: 3%

Results for Cc1ccc(N(CC(=O)Nc2ccccc2C(=O)N2CCOCC2)S(C)(=O)=O)cc1 ?
TRHR enhancer: 1; D2 agonist: -0.4; USP1-UAF1 inh: 5%; mIDH1 inhibitor: 2%; TrxR1 inh: 0%; Pin1 inh: -4%; D2 antag: 2; TrxR1 substrate: 3%; TRHR agonist: -0.4

Results for S=C(NCCCCc1ccccc1)NCc1ccccc1 ?
TRHR enhancer: 1; D2 agonist: -1.0; USP1-UAF1 inh: -14%; mIDH1 inhibitor: 7%; TrxR1 inh: -11%; Pin1 inh: 2%; D2 antag: 6; TrxR1 substrate: -9%; TRHR agonist: -0.2

What do the screens show for `C=CCn1c(C)cc(C(=O)COC(=O)C2CC(=O)N(CCc3ccc(OC)c(OC)c3)C2)c1C` (stereo unspecified)?
TRHR enhancer: 6; D2 agonist: -1.4; USP1-UAF1 inh: -11%; mIDH1 inhibitor: -1%; TrxR1 inh: -7%; Pin1 inh: -6%; D2 antag: -4; TrxR1 substrate: -4%; TRHR agonist: -1.3

What do the screens show for `COCCNC(=O)COc1ccc(C)cc1C(=O)c1cc(C#N)c(=O)n(C2CC2)c1`?
TRHR enhancer: 0; USP1-UAF1 inh: -5%; mIDH1 inhibitor: 0%; TrxR1 inh: 17%[57.1 µM]; Pin1 inh: -5%; TrxR1 substrate: 2%[57.1 µM]; TRHR agonist: 0.6

Results for Cc1cccc(NC(=S)NCC(c2cccnc2)N2CCOCC2)c1C (stereo unspecified) ?
TRHR enhancer: -2; D2 agonist: 0.0; USP1-UAF1 inh: -4%; mIDH1 inhibitor: -3%; TrxR1 inh: 5%[57.1 µM]; Pin1 inh: -1%; D2 antag: 2; TrxR1 substrate: -9%; TRHR agonist: 1.1

How did CCCCn1c(N)c(N(CC)C(=O)c2ccccc2F)c(=O)[nH]c1=O do in these assays?
TRHR enhancer: 4; D2 agonist: -0.4; USP1-UAF1 inh: inconclusive; mIDH1 inhibitor: 4%; TrxR1 inh: 18%; Pin1 inh: -3%; D2 antag: 26; TrxR1 substrate: 3%; TRHR agonist: -0.9

Results for O=C(NCCCN1CCOCC1)NC12CC3CC(CC(C3)C1)C2 ?
TRHR enhancer: 19; D2 agonist: 0.5; USP1-UAF1 inh: -17%; mIDH1 inhibitor: 1%; TrxR1 inh: -5%; Pin1 inh: 1%; D2 antag: -9; TrxR1 substrate: 0%; TRHR agonist: 1.2

What do the screens show for `COc1ccc(Cc2nnc(NC(=O)C3CC(=O)N(c4ccccc4C)C3)s2)cc1OC` (stereo unspecified)?
TRHR enhancer: 6; D2 agonist: -0.6; USP1-UAF1 inh: -8%; mIDH1 inhibitor: 3%; TrxR1 inh: 26%; Pin1 inh: -3%; D2 antag: -9; TrxR1 substrate: 5%; TRHR agonist: -0.3

How did COc1ccccc1CNC(=O)C(=O)NCCC1CCCCN1S(=O)(=O)c1ccc(C)cc1 (stereo unspecified) do in these assays?
TRHR enhancer: -5; D2 agonist: 0.6; USP1-UAF1 inh: -19%; mIDH1 inhibitor: 8%; TrxR1 inh: 21%; Pin1 inh: 24%; D2 antag: -11; TrxR1 substrate: 3%; TRHR agonist: 0.9

Results for N#CCc1ccccc1C(=O)OCC(=O)N(Cc1ccccc1)Cc1ccccc1 ?
TRHR enhancer: 1; D2 agonist: 1.5; USP1-UAF1 inh: -22%; mIDH1 inhibitor: 4%; TrxR1 inh: 33%; Pin1 inh: 25%; D2 antag: -13; TrxR1 substrate: 3%; TRHR agonist: 0.7

Results for Nc1nc(NCc2ccccc2)nc(Nc2cccc(F)c2)c1[N+](=O)[O-] ?
TRHR enhancer: -4; D2 agonist: 2.1; USP1-UAF1 inh: -8%; mIDH1 inhibitor: 11%; TrxR1 inh: 31%; Pin1 inh: -1%; D2 antag: -1; TrxR1 substrate: 4%; TRHR agonist: 2.1

Results for COC(=O)C(CCSC)NC(=O)c1cc2c(n(-c3ccccc3)c1=O)CC(C)(C)CC2=O (stereo unspecified) ?
TRHR enhancer: 5&1; D2 agonist: -0.2&-1.0; USP1-UAF1 inh: 9%&-22%; mIDH1 inhibitor: -9%&7%; TrxR1 inh: 26%&-14%; Pin1 inh: 2%&0%; D2 antag: 2; TrxR1 substrate: 2%&-8%; TRHR agonist: 0.7&-0.2

How did CC(C)(C)OC(=O)N1CCC[C@@H]1CO do in these assays?
TRHR enhancer: -4; D2 agonist: -0.9; USP1-UAF1 inh: -14%; mIDH1 inhibitor: -9%; TrxR1 inh: 8%; Pin1 inh: 0%; D2 antag: 1; TrxR1 substrate: 3%; TRHR agonist: -0.1

Results for Cc1cccc(N2CCN(S(=O)(=O)c3nnc(NC(=O)c4ccc(Cl)cc4)s3)CC2)c1 ?
TRHR enhancer: 9; D2 agonist: -0.7; USP1-UAF1 inh: -19%; mIDH1 inhibitor: 26%; TrxR1 inh: 10%; Pin1 inh: -4%; TrxR1 substrate: 1%; TRHR agonist: 0.1

How did Cc1cc(C)nc(NC(=O)CSc2nc3ccccc3s2)n1 do in these assays?
TRHR enhancer: 4; D2 agonist: 0.2; USP1-UAF1 inh: -7%; mIDH1 inhibitor: 5%; TrxR1 inh: 9%; Pin1 inh: 2%; D2 antag: -2; TrxR1 substrate: 1%; TRHR agonist: 0.1

Results for COc1ccc(NC(=O)Nc2cccc3c2O[C@H](CN(C)S(C)(=O)=O)[C@@H](C)CN([C@H](C)CO)C3=O)cc1 ?
USP1-UAF1 inh: -14%; mIDH1 inhibitor: -8%; TrxR1 inh: 13%; Pin1 inh: 3%; TrxR1 substrate: 8%[57.1 µM]

What do the screens show for `O=C(NNC(=O)C1CCCO1)c1ccc(Cl)cc1` (stereo unspecified)?
TRHR enhancer: -8; D2 agonist: 0.6; USP1-UAF1 inh: -17%; mIDH1 inhibitor: 1%; TrxR1 inh: 6%; Pin1 inh: 8%; D2 antag: 2; TrxR1 substrate: 6%; TRHR agonist: 0.4

Results for Fc1ccc(-c2nnc(SCc3cccnc3)o2)cc1 ?
TRHR enhancer: -13; D2 agonist: 0.8; USP1-UAF1 inh: -15%; mIDH1 inhibitor: -5%; TrxR1 inh: -17%[57.1 µM]; Pin1 inh: 0%; D2 antag: -5; TrxR1 substrate: -9%[57.1 µM]; TRHR agonist: -0.2

What do the screens show for `CON(C)c1nc(OCCNC(=O)COc2ccc(Cl)cc2C)nc(N(C)C)n1`?
TRHR enhancer: -7; D2 agonist: -0.8; USP1-UAF1 inh: -16%; mIDH1 inhibitor: 6%; TrxR1 inh: 7%[57.1 µM]; Pin1 inh: -3%; D2 antag: -32; TrxR1 substrate: 5%[57.1 µM]; TRHR agonist: -0.6

Results for CC(=O)NCCc1nc2ccccc2n1CCOc1ccccc1C ?
TRHR enhancer: -1; D2 agonist: 1.0; USP1-UAF1 inh: -22%; mIDH1 inhibitor: 0%; TrxR1 inh: 13%; Pin1 inh: -12%; D2 antag: 13; TrxR1 substrate: 1%; TRHR agonist: 0.3

Results for CNC(=O)C1=C(C)Nc2nc3ccccc3n2C1c1cccc(OC)c1 (stereo unspecified) ?
TRHR enhancer: 0; D2 agonist: 0.3; USP1-UAF1 inh: -14%; mIDH1 inhibitor: -12%; TrxR1 inh: 6%; Pin1 inh: 13%; D2 antag: -20; TrxR1 substrate: 0%; TRHR agonist: 0.4

How did Cc1cc(C)n2nc(-c3ccco3)nc2n1 do in these assays?
TRHR enhancer: -1; D2 agonist: 0.1; USP1-UAF1 inh: -3%; mIDH1 inhibitor: 2%; TrxR1 inh: 13%[57.1 µM]; Pin1 inh: 2%; D2 antag: -6; TrxR1 substrate: 85%[activator][57.1 µM]; TRHR agonist: 0.2

Results for COCCNC(=O)C1CCN(C(=O)c2cc3sccc3n2Cc2ccc(Cl)cc2)CC1 ?
TRHR enhancer: -4; D2 agonist: 1.7; USP1-UAF1 inh: -24%; mIDH1 inhibitor: -13%; TrxR1 inh: -2%; Pin1 inh: 1%; TrxR1 substrate: -5%; TRHR agonist: 1.6

Results for CC(C)c1c(C(=O)N/N=C/c2cccs2)nnn1-c1nonc1N ?
TRHR enhancer: -2; D2 agonist: 3.8; USP1-UAF1 inh: -25%; mIDH1 inhibitor: 8%; TrxR1 inh: 8%; Pin1 inh: -1%; D2 antag: 12; TrxR1 substrate: 0%; TRHR agonist: 0.2

What do the screens show for `Cc1nn(C)c(C)c1N=Cc1c(O)ccc2ccccc12`?
TRHR enhancer: -1; D2 agonist: -0.9; USP1-UAF1 inh: inconclusive; mIDH1 inhibitor: 3%; TrxR1 inh: 19%; Pin1 inh: inconclusive; D2 antag: -11; TrxR1 substrate: -9%; TRHR agonist: -0.5

What do the screens show for `O=C(NCc1ccco1)c1ccc(-c2ccccc2Cl)o1`?
TRHR enhancer: 24; D2 agonist: -1.6; USP1-UAF1 inh: -16%; mIDH1 inhibitor: 0%; TrxR1 inh: 9%; Pin1 inh: 1%; D2 antag: 6; TrxR1 substrate: 0%; TRHR agonist: -1.0

How did Cc1cc(C)cc(C(=O)NCC(=O)NCc2ccc(S(N)(=O)=O)cc2)c1 do in these assays?
TRHR enhancer: -5; D2 agonist: 1.8; USP1-UAF1 inh: inconclusive; mIDH1 inhibitor: 15%; TrxR1 inh: 10%; Pin1 inh: 0%; D2 antag: -19; TrxR1 substrate: 2%; TRHR agonist: 0.1
